GLP-1R agonist – GLP-1 receptor (human) agonism; Potency, µM (doses to about 45.6 µM), for inactives: at the top dose activation, actives largely listed as activators; AID 624172; HEK293 GLP-1R CRE-luciferase, luminescence, 4-6 h; cells express a hypersensitive GLP-1R form; 0.007% of 380,000 active; P43220; also: potency is read from the fitted curve at half-maximal effect; % of control where 0% means no effect
Target sequence (P43220 whole entry, looked up): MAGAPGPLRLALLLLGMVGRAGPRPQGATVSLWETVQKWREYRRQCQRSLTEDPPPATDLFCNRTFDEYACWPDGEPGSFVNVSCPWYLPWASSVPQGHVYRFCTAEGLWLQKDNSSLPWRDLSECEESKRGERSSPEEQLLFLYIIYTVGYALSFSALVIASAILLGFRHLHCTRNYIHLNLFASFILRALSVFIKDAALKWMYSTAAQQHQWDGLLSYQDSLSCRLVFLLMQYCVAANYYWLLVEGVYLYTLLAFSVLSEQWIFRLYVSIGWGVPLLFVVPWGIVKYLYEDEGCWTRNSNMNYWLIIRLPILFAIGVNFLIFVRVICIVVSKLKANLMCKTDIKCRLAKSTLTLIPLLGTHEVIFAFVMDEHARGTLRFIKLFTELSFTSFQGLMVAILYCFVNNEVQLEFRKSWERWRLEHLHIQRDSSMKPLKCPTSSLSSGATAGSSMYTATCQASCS
IL-1B inflam inh – blocks inflammasome-driven IL-1 beta release. activity change, % at 57.5 µM. THP-1 LPS/ATP IL-1B secretion, AlphaLISA, 16 h; stronger effect = lower value. 4.7% of 360,000 active. AID 743279; in the data active = activity change below about -50%; inconclusive = mostly about -30% to -49%; also: % is scaled to controls: 0 for no effect and ±100 for the full control effect
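Secreted IL-1B measured by AlphaLISA bead assay after 16 h compound exposure of THP-1 cells; compounds (final up to 57.5 uM) added 1 h before LPS (250 ng/mL) and ATP (1.25 mM) stimulation; lower signal means less secretion.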
HT1080 IDH1KD tx – kills HT-1080 cells with IDH1 knockdown; Potency, µM (series often up to 46.1 µM), for inactives: top-dose activity, negative = toxicity, hits mostly cytotoxic; 2% of 360,000 active; HT-1080 IDH1 knockdown viability, ATP luminescence, 48 h;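 also: potency is read from the fitted curve at half-maximal effect; 0% = DMSO wells and -100% = cell-free medium wells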
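Viability of IDH1-knockdown HT-1080 fibrosarcoma cells was assessed by CellTiter-Glo after 48 h at 37 °C with titrated compound; concentration-effect curves were classified by fit quality and response size.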
HT1080-NT tox – kills 2HG-producing HT-1080-NT fibrosarcoma cells. HT-1080-NT fibrosarcoma viability, CellTiter-Glo ATP luminescence, 48 h. Potency, µM (top dose mostly 46.1 µM), for inactives: at the top dose activity, negative = less viability, usual class: cytotoxic. 1.6% of 360,000 active. AID 686970;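 also: NT is the 2HG producing partner of a matched IDH1 knockdown line; potency is read from the fitted curve at half-maximal effect; 0% = DMSO-treated cells and -100% = media-only wells without cells; nearly all actives have a fitted effect of over 55% in size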
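HT-1080-NT fibrosarcoma cells (2HG-overproducing), 750 cells/well in RPMI with 5% FBS, dosed after 2 h and incubated 48 h at 37C. CellTiter-Glo luminescence normalized to DMSO and no-cell wells; concentration-response curves fitted and classed.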
SW480 rereplic – induces DNA re-replication in SW480 colon adenocarcinoma cells. SW480 DNA re-replication, Hoechst DNA content imaging, 48 h. Potency, µM (top dose mostly 46.1 µM), for the others: at the top dose re-replication activation, most hits filed as activators. 1.8% of 340,000 active. AID 624297; also: potency is read from the fitted curve at half-maximal effect; % of control where 0% means no effect; nearly all actives have a fitted effect of over 55% in size
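Readout is total intensity of Hoechst-stained nuclei, excited at 405 nm and collected at 500-530 nm. Compound treatment lasted 48 hr at 37 C in 5% CO2 before staining.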
DRD3 antagonist – antagonists of human D3 dopamine receptor; 2.5% of 360,000 active; D3R cells, DiscoveRx beta-arrestin luminescence, antagonist mode; stronger effect = lower value; max response, negative = inhibition, %; P35462; in the data active = max response below about -50%; inconclusive = no clear call, values can overlap the other calls; also: % is scaled to controls: 0 for no effect and ±100 for the full control effect; mostly tested at two doses, the higher about 12 µM
Target sequence (P35462 whole entry, looked up): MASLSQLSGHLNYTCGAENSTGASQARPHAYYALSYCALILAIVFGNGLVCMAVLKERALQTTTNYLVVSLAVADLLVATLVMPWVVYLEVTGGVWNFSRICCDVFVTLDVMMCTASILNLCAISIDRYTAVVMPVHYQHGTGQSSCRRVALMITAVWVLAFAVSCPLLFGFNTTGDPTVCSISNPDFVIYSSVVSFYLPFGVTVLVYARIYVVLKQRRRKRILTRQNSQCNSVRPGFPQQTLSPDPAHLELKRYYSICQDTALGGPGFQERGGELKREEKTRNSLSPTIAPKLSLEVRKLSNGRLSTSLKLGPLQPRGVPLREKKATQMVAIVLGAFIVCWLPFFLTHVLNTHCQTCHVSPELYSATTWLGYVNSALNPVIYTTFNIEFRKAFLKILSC
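Cells plated overnight at 1500 cells/well, then exposed to library compounds with dopamine controls for 90 minutes at 37 degrees C. DiscoveRx reagent added for 30–60 minutes at room temperature; luminescence read, quantitative HTS format.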
KB-V1 MDR tox – KB-V1 MDR subline cytotoxicity; KB-V1 MDR cells viability, CellTiter-Glo, 72 h; Potency, µM (series often up to 46.1 µM), for the others: at the top dose activity change, negative = cytotoxicity, actives largely listed as cytotoxic; 3.4% of 400,000 active; AID 1347076; also: potency is read from the fitted curve at half-maximal effect; % is scaled to controls: 0 for no effect and ±100 for the full control effect; nearly all actives have a fitted effect of over 60% in size
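qHTS viability screen in drug-selected KB-V1 MDR cells: 72 h compound treatment at 37 degrees C, ATP luminescence end point.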
DRD3 agonist – agonists of human D3 dopamine receptor | P35462 | D3R DiscoveRx beta-arrestin cells, luminescence, 90 min | max activation, % | 0.58% of 410,000 active | AID 652048; in the data active = max activation above about 30%; also: 0% is about no effect; mostly tested at two doses, the higher about 12 µM
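Agonist-mode cell screen: cells plated at 1500/well and incubated overnight at 37 °C, then exposed to library compounds for 90 min at 37 °C. Detection reagent was added for 30–60 min at room temperature, and luminescence was read.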
KB-3-1 tox – KB-3-1 parental cell cytotoxicity; AID 1347075; Potency, µM (series often up to 46.1 µM), inactives show at the highest dose activity change, negative = cytotoxic, usual class: cytotoxic; 1.4% of 400,000 active; KB-3-1 viability, CellTiter-Glo ATP luminescence, 72 h; also: potency is read from the fitted curve at half-maximal effect; % is scaled to controls: 0 for no effect and ±100 for the full control effect; nearly all actives have a fitted effect of over 60% in size
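Multi-concentration cytotoxicity screen in KB-3-1 cells grown in DMEM lacking phenol red with 10% FBS. After 72 h at 37 °C with compound, ATP-dependent luminescence was recorded.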
* hit, by the source's call; i = inactive; u = inconclusive; x = no result given; & = joins results of further samples; [ ] = another dose, or the depositor's remark. Unless noted, calls follow the shape of the dose curve; as a rule, active = well fitted curve in the direction sought with a large enough effect; inconclusive = small, poorly fitted or top-dose-only effect, or another doubt; inactive = no such curve, though single readings can be large; an effect the other way counts as inactive or inconclusive. Not all compounds are listed. The share of hits here may be higher or lower than overall.

# | smiles | GLP-1R agonist | IL-1B inflam inh | HT1080 IDH1KD tx | HT1080-NT tox | SW480 rereplic | DRD3 antagonist | KB-V1 MDR tox | DRD3 agonist | KB-3-1 tox
1 | Clc1cccc(N2CCNCC2)n1 | -4% | 6 | 5% | -10% | -2% | -2 | -10% | -1 | -1%
2 | CC[N+](CC)(CC)CCCOC(=O)C(O)(c1ccccc1)C1CCCCC1 (centres undefined) | 0% | -7 | 14% | 19% | -11%[9.22 µM] | -10 | 2% | -6 | 5%
3 | C(=NC1CCCCC1)c1c[nH]c2ccccc12 | -6% | 16 | 10% | 4% | -4% | -12 | 19% | 5 | 0%
4 | O=c1[nH]c(=O)n(-c2ccccc2)c(O)c1N=Nc1ccc(Br)cc1 | 0% | -27 | 1% | -7% | -4% | -14 | -20% | -1 | -1%
5 | O=C(O)C1(Br)CC12c1ccccc1-c1ccccc12 (centres undefined) | -2% | 27 | 20% | 11% | -1% | u | -8% | -5 | 17%
6 | OCC1OC(O)CC(O)C1O (centres undefined) | -4% | 8 | 14% | 16% | -7% | 15 | 0% | 3 | 0%
7 | COc1cccc(C(=O)C2CCCN(Cc3ccc4nsnc4c3)C2)c1 (centres undefined) | 22% | 34 | -2% | -14% | -12% | -5 | u | -13 | 7%
8 | CCCCC1(CN2CCCC2=O)C(=O)NC(=O)NC1=O | -12% | 7 | 13% | 24% | -2% | 0 | 13% | 4 | 8%
9 | O=C1NC(=O)C2(C(=O)N1)C(c1ccc(F)cc1)NC(=S)NC2c1ccc(F)cc1 (centres undefined) | -2% | 28 | -1% | 17% | -10% | -9 | 17% | 15 | -1%
10 | CC(=O)N(C1=NCCCS1)c1ccc(Cl)cc1 | 9% | -12 | -1% | -5% | 0% | -17 | -18% | -10 | -25%
11 | COc1cccc(CN2CCNCC2)c1OC | -10% | 15 | 12% | u | -5% | 13 | 21% | 6 | 0%
12 | O=C1C(=Cc2cn(-c3ccccc3)nc2-c2ccc(OCc3ccc(Cl)cc3)cc2)SC(=S)N1CCS(=O)(=O)O | 8% | u | -23% | u | x | 29 | u | 0 | 8.2µM*
13 | Cc1ccc(OCCOc2cccc(C=C3C(=O)NC(=O)NC3=O)c2)cc1 | -4% | -5 | 13% | 9% | 0% | 33 | 4% | 0 | 1%
14 | O=C(Cc1ccccc1)OCC(=O)c1ccccc1 | -1% | -4 | 1% | 5% | 6% | u | 0% | -12 | 2%
15 | CCC[N+]12CCC(CC1)C(=C(c1ccccc1)c1ccccc1)C2 | 1% | i | -9% | -9% | 6% | 12 | 3% | -7 | -28%
16 | Cc1ccc2c(c1)C1CN(C)CCC1N2C(=O)Cn1cnc2c1c(=O)n(C)c(=O)n2C (centres undefined) | 0% | 21 | 6% | 9% | -7% | 3 | -2% | 2 | 5%
17 | CCOCCN1CCC(OC(C)=O)C(C)C1 (centres undefined) | 1% | 21 | 2% | 14% | 6% | -29 | 18% | -4 | 7%
18 | CCOC(=O)c1c(/N=C/C2C(=O)NC(=S)NC2=O)sc2c1CCC2 | 13% | -16 | 16% | 2% | 0% | -14 | -11% | -3 | 1%
19 | Cc1ccc(/C=C2\C(=O)NC(=O)N(CCc3ccc(F)cc3)C2=O)o1 | 0% | -21 | u | u | -3% | 3 | -1% | 0 | -2%
20 | O=C(N/N=C/c1c(O)n(Cc2ccccc2)c(=O)[nH]c1=O)c1ccncc1 | -2% | 5 | 10% | 26% | -8% | -25 | 0% | -27 | -2%
21 | CC1CN1P(=O)(Oc1ccccc1)N1CC1C (centres undefined) | -10% | 16 | 6% | 8% | -2% | 32 | u | -1 | 11%
22 | CCC(=O)Oc1ccc(C(=O)Nc2cccc(C(=O)c3ccccc3)c2)cc1 | -15% | -3 | -26% | u | -11% | 23 | -28% | 7 | -2%
23 | C/C(=N\NC(=O)c1ccncc1)c1c(O)n(-c2ccccc2)c(=O)[nH]c1=O | -2% | 11 | -1% | 3% | 17% | 3 | 9% | -2 | 6%
24 | COc1ccc2[nH]cc(C(=O)CN(C)C)c2c1 | 4% | 10 | u | 4% | -45%[inhibitor] | -19 | 15% | 9 | 0%
25 | O=C(c1cc2nc(-c3ccccc3)cc(-c3ccccc3)n2n1)N1CCC2(CC1)OCCO2 | 14% | -88* | -29% | u | u | -6 | 26µM* | -8 | u
26 | O=C(N/N=C/c1c(O)n(CCc2ccc(F)cc2)c(=O)[nH]c1=O)c1ccccc1 | -4% | 48 | 3% | -3% | -11% | -5 | -2% | 1 | 1%
27 | CCn1cc(C(=O)N2CCCCC2)c2ccccc21 | 7% | -12 | -4% | -9% | 1% | 3 | 2% | 5 | -13%
28 | Cc1cc(OCC(=O)NCC2CCC(C(=O)O)CC2)c2c3c(c(=O)oc2c1)CCC3 (centres undefined) | -5% | 1 | 7% | 9% | -63%[inhibitor] | 2 | -14% | -8 | -1%
29 | COc1ccc(C(c2c(O)c3ccccc3oc2=O)c2c(C)n(C)n(-c3ccccc3)c2=O)cc1 (centres undefined) | 2% | -13 | -11% | -6% | -5% | -2 | 15%&-7% | -4&-17 | 9%&-1%
30 | C#C[C@]1(O)CCC2C3CC=C4C[C@H](O)CC[C@]4(C)C3CC[C@@]21C (some centres undefined) | 2% | -6 | -1% | -2% | -12% | 11 | -13% | 2 | -14%
31 | CCCCn1c(O)c(C(CC)=Nc2ccc(OCC)cc2)c(=O)[nH]c1=O | -3% | 28 | -4% | 4% | 2% | 18 | 21µM* | 0 | u
32 | Cc1cccc2c1N(N=O)CCC2 | 1% | 8 | 7% | 8% | 7% | 21 | -15% | 5 | 13%
33 | O=C1NC(=O)C2(CCCC2)C(=O)N1 | -1% | -6 | 14% | 7% | -10% | 10 | 0% | 3 | 22%
34 | Nc1nonc1C(=O)N/N=C/c1ccc([N+](=O)[O-])o1 | 2% | -87* | 18µM* | u | u | u | -23% | -8 | 18%
35 | O=[N+]([O-])c1ccc2nc(N3CCNCC3)ccc2c1 | 0% | -53* | u | u | -48%[inhibitor] | -20 | -2% | -25 | 0%
36 | COc1ccc(/C=N/N=C(/N)N[N+](=O)[O-])c(OC)c1 | 24% | u | 19% | 10% | 3% | -13 | 1µM* | 0 | 1.5µM*
37 | COc1ccc(C(c2ccc(OC)cc2)C(Cl)(Cl)Cl)cc1 | -6% | -19 | -31% | -58% | -17% | u | -20% | 0&-18 | u
38 | O=c1[nH]c(=S)[nH]c(O)c1N=Nc1cc(S(=O)(=O)Nc2ccc(Cl)cc2)ccc1Cl | -3% | 49 | 1% | 8% | 0% | -15 | -3% | -12 | 2%
39 | S=C(NCc1ccccc1)NCC1COc2ccccc2O1 (centres undefined) | -1% | 50 | u | u | 1% | -17 | -1% | -36 | u
40 | CCCCCn1c(=O)c(C(=O)NCCc2ccccc2)c(O)c2ccccc21 | -8% | 80 | 3% | 5% | 3% | 4 | u | 11 | u
41 | COc1cccc(-c2sc3ccccc3c2-c2ccc(OCCN3CCOCC3)cc2)c1 | 13% | -16 | -9% | -19% | 1% | -23 | 5% | -7 | u
42 | CC(=O)OC1N=C(c2ccccc2Cl)c2cc(Br)ccc2N(C)C1=O (centres undefined) | 5% | -12 | -1% | -2% | 5% | 5 | -4% | 7 | 0%
43 | COc1ccc(C(=O)C2CCCN(Cc3cccc(C)n3)C2)c(OC)c1 (centres undefined) | 10% | 37 | -20% | 3% | -28% | 14 | -16% | -9 | -9%
44 | Nc1nc(SCCC(F)=C(F)F)n[nH]1 | 3% | 0 | 17% | 7% | 1% | 9 | u | 3 | -9%
45 | CCN(c1ccc(C(O)(C(=O)OC)C(F)(F)F)cc1)S(=O)(=O)c1ccccc1 (centres undefined) | 0% | 16 | 6% | 8% | -19% | -7 | 6% | 0 | 1%
46 | CCCCCP(=O)(O)c1ccccc1 | -15% | 4 | 9% | 0% | -7% | -12 | -9% | 2 | -1%
47 | O=C(Cn1nc(-c2ccccc2)ccc1=O)N1CCC2(CC1)OCCO2 | 2% | 15 | 12% | 7% | -10% | 5 | 0% | 3 | -2%
48 | CCOC(=O)[C@@]1(C#N)C(c2ccc(Cl)c(Cl)c2)[C@H](C(N)=O)N2C=C(C(C)=O)C=C[C@H]21 (some centres undefined) | -23% | -12 | 8% | 0% | -2% | 3 | 9% | 3 | -2%
49 | COCCOC(=O)C1=C(N)Oc2c(c(=O)oc3ccccc23)C1c1ccncc1 (centres undefined) | -3% | 14 | 5% | 7% | -7% | -4 | 9% | 7 | 3%
50 | Nc1ccccc1C(=O)OCCOc1ccccc1 | -2% | -1 | 5%[9.24 µM] | -4% | -5% | 4 | -18% | -1 | -9%
51 | COc1ccc(OC)c(CN2CCCC(C(=O)c3sccc3C)C2)c1 (centres undefined) | 20% | u | -13% | 3% | -18% | -82* | u | -21 | -17%
52 | CC(C)n1nnnc1CN1CCN(C)CC1 | 14% | 9 | 10% | 20% | -4% | 0 | 24% | -16 | 0%
53 | C[C@]12CCC3C(CC[C@@H]4[C@H]5O[C@H]5CC[C@]34C)C1CC[C@@H]2O (some centres undefined) | 15% | 22 | -1% | -24% | -23% | 22 | 0% | 6 | -8%
54 | CCc1ccc2c(c1)Sc1ccccc1CC2N1CCN(C)CC1 (centres undefined) | -4% | -65* | -27% | -19% | 26µM* | -116* | -17% | -19 | -28%
55 | COP(=O)(CC(=O)O)c1ccccc1 (centres undefined) | -8% | 6 | -4% | 10% | -8% | 4 | 20% | -10 | 3%

Pulled by compound from the list above (two):
# | smiles | GLP-1R agonist | IL-1B inflam inh | HT1080 IDH1KD tx | HT1080-NT tox | SW480 rereplic | DRD3 antagonist | KB-V1 MDR tox | DRD3 agonist | KB-3-1 tox
51 | COc1ccc(OC)c(CN2CCCC(C(=O)c3sccc3C)C2)c1 (centres undefined) | 20% | u | -13% | 3% | -18% | -82* | u | -21 | -17%
55 | COP(=O)(CC(=O)O)c1ccccc1 (centres undefined) | -8% | 6 | -4% | 10% | -8% | 4 | 20% | -10 | 3%

Screening results deposited in PubChem BioAssay by National Center for Advancing Translational Sciences (NCATS).
